From PubChem BioAssay
EZH2 inh: inhibitors of human EZH2/PRC2 methyltransferase. PRC2 H3K27 methylation, DELFIA TRF, 1 h. 57,000 tested, 0.35% active. Q15910. inhibition, % at 12.5 µM. AID 651548;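 active = mean inhibition of replicates at least 50% and every single replicate also reaching 50%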;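 note: dimethyl H3K27 on biotinylated H3 21-44 peptide detected by antibody; plate controls were median neutral control wells for no effect and median positive control wells for full effect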
IDH1 R132H inh: blocks human IDH1 R132H reductase activity; 70,000 tested, 0.18% active; O75874; diaphorase/resazurin fluorescence, 60 min; inhibition, % at 10 µM; in the data active = inhibition above about 34%;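 note: 0% = DMSO and 100% = no enzyme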
Target sequence (O75874 whole entry R132H): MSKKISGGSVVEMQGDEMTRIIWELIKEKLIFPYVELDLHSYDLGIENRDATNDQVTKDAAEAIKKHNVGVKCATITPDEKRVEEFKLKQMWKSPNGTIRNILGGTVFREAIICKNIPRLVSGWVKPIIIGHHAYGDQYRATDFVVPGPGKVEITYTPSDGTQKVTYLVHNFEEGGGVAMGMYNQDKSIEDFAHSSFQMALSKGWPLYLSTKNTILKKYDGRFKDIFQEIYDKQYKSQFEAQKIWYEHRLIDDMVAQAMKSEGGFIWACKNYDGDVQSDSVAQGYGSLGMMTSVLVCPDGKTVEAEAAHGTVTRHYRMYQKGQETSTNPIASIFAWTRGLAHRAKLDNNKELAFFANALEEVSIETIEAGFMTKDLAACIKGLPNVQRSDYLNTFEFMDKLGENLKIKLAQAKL
* = called active by the depositor; / = not tested or not shown. Only part of the results is shown; the hit share may differ from the screen's.

Molecule	EZH2 inh	IDH1 R132H inh
O=C(N[C@@H]1CC[C@H](CCNS(=O)(=O)c2ccccc2)O[C@@H]1CO)c1cccnc1	-11	-0.1
O=C1O[C@H](c2ccccc2)[C@H](c2ccccc2)N2[C@H]1[C@@H](C(=O)N1CCCCCCC1)[C@]1(C(=O)Nc3ccc(C#CC4(O)CCCCCC4)cc31)[C@H]2c1ccc(OCCO)cc1	-20	/
C[C@H](CO)N1C[C@H](C)[C@@H](CN(C)Cc2ccccc2F)Oc2ncc(C#CCN(C)C)cc2C1=O	/	-1.9
C[C@H]1CN([C@@H](C)CO)S(=O)(=O)c2ccc(C3=CCCC3)cc2O[C@@H]1CN(C)S(=O)(=O)c1ccc(F)cc1	-24	/
O=C(NCC[C@@H]1CC[C@@H](NS(=O)(=O)c2ccccc2F)[C@H](CO)O1)c1ccc(F)cc1	-6	0.2
CN(C)CC(=O)N[C@@H]1CC[C@H](CCn2cc(C3CC3)nn2)O[C@H]1CO	-4	-0.1
C[C@H]1CN([C@@H](C)CO)C(=O)CCCn2nncc2CO[C@H]1CN(C)C(=O)C1CC1	/	-0.1
COc1ccc(S(=O)(=O)n2cc(-c3ccc(F)cc3)c(N)n2)c(OC)c1	4	-0.1
Cc1ccc(S(=O)(=O)N(C)C[C@@H]2Oc3ncc(-c4ccncc4)cc3C(=O)N([C@@H](C)CO)C[C@H]2C)cc1	/	2.5
C[C@H](CO)N1C[C@H](C)[C@@H](CN(C)Cc2ccc(C(=O)O)cc2)Oc2ccc(NC(=O)Nc3ccccc3)cc2CC1=O	4	-0.9
CC(C)NC(=O)Nc1ccc2c(c1)C(=O)N([C@H](C)CO)C[C@H](C)[C@@H](CN(C)S(=O)(=O)c1cn(C)cn1)OCCCC[C@H](C)O2	/	-8.2
O=C(NCC[C@@H]1CC[C@H](NC(=O)C2CCC2)[C@@H](CO)O1)c1ccc(F)cc1	-10	-0.1
CCOC(=O)c1cc(C)n(CCCN2CCOCC2)c1C	22	0.8
Cc1noc(C)c1S(=O)(=O)N(C)C[C@@H]1Oc2ccc(NC(=O)Nc3ccc(F)cc3)cc2CC(=O)N([C@@H](C)CO)C[C@@H]1C	/	3.0
Cc1ccc(S(=O)(=O)N(C)C[C@@H]2OCCCC[C@@H](C)Oc3ccc(NC(=O)Nc4cccc5ccccc45)cc3C(=O)N([C@H](C)CO)C[C@H]2C)cc1	/	0.5
C[C@H]1CN([C@@H](C)CO)C(=O)Cc2cc(N(C)C)ccc2O[C@H]1CN(C)C	-12	1.9
C[C@@H]1CN([C@@H](C)CO)C(=O)c2cc(C#CC(C)(C)O)cnc2O[C@H]1CN(C)C(=O)c1ccccc1F	-7	1.6
O=C(Nc1ccc(C(F)(F)F)cc1)N[C@H]1C=C[C@@H](CC(=O)N2CCCCC2)O[C@H]1CO	-1	0.1
Cc1ccc(Cl)cc1NC(=O)CN(c1ccc(Cl)cc1)S(C)(=O)=O	-10	1.5
Cc1noc(C)c1NC(=O)N(C)C[C@@H]1Oc2c(NC(=O)C3CCCCC3)cccc2C(=O)N([C@@H](C)CO)C[C@H]1C	1	/
COc1ccccc1-c1cnc2c(c1)C(=O)N([C@H](C)CO)C[C@H](C)[C@@H](CN(C)C(C)=O)O2	-5	/
C[C@@H]1CN([C@@H](C)CO)C(=O)c2cc(NC(=O)CCN3CCOCC3)ccc2O[C@@H]1CN(C)Cc1ccc(C(F)(F)F)cc1	-7	1.1
CCCNC(=O)N1C[C@H](C)[C@H](OC)CN(C)C(=O)c2cc(NC(=O)CC)ccc2OC[C@@H]1C	0	-0.3
CN(C)c1ccc(NC(=O)CN(C)S(=O)(=O)c2ccc(Br)cc2)cc1	-10	0.2
Cc1ccc(-n2c(SCC(=O)c3ccc(Cl)cc3)nnc2-c2ccco2)cc1	23	-0.4
COc1ccc(NC(=O)Nc2ccc3c(c2)C(=O)N([C@@H](C)CO)C[C@H](C)[C@@H](CN(C)S(=O)(=O)c2cn(C)cn2)OCCCC[C@@H](C)O3)cc1	/	-3.1
COc1ccc(NC(=O)Nc2ccc3c(c2)C(=O)N([C@@H](C)CO)C[C@@H](C)[C@@H](CN(C)C(=O)C2CCCCC2)OCCCC[C@@H](C)O3)cc1	/	1.6
COC(=O)c1c(NC(=S)Nc2cccc(S(=O)(=O)N3CCOCC3)c2)sc2c1CCC2	/	0.2
Cc1ccc(S(=O)(=O)Nc2ccc3c(c2)C(=O)N([C@H](C)CO)C[C@@H](C)[C@@H](CN(C)Cc2ccc(C(=O)Nc4ccccc4N)cc2)O3)cc1	-14	/
CC(C)NC(=O)N(C)C[C@@H]1Oc2ccc(NC(=O)Cc3cn(C)c4ccccc34)cc2CC(=O)N([C@H](C)CO)C[C@H]1C	-5	-1.2
O=C(O)Cn1cc(C(=O)c2cccs2)c2ccccc21	-6	-0.4
COc1ccc(NC(=O)Nc2ccc3c(c2)C(=O)N([C@@H](C)CO)C[C@@H](C)[C@@H](CN(C)Cc2ccc(C(F)(F)F)cc2)O3)cc1	-6	8.4
CNC[C@H]1OCCCC[C@H](C)Oc2ccc(NS(=O)(=O)c3ccc(F)cc3)cc2C(=O)N([C@H](C)CO)C[C@H]1C	-5	/
CO[C@@H]1CN(C)C(=O)c2ccc(NC(C)=O)cc2OC[C@@H](C)N(C(=O)C2CC2)C[C@@H]1C	0	0.1
COc1ccc(S(=O)(=O)N2CCN(c3ccccn3)CC2)cc1N(C)S(=O)(=O)c1ccccc1	/	0.2
Cc1cc(C(F)(F)F)c(C#N)c(SCC(=O)Nc2ccc(Cl)cc2)n1	/	-0.3
CC(C)NC(=O)N[C@@H]1CC[C@@H](CC(=O)O)O[C@@H]1CO	10	0.0
COc1cc(C2C3=C(CC(C)(C)CC3=O)Nc3ncnn32)ccc1OCC(=O)N1CCOCC1 (stereo not given)	-15	1.5
COc1ccc(NC(=O)N(C)C[C@@H]2Oc3ccc(NS(=O)(=O)c4ccc(OC)cc4)cc3C(=O)N([C@@H](C)CO)C[C@@H]2C)cc1	/	0.1
C/C=C/c1ccc2c(c1)O[C@@H](CN(C)S(C)(=O)=O)[C@@H](C)CN([C@@H](C)CO)S2(=O)=O	9	-6.3
CO[C@@H]1CN(C)C(=O)c2ccc(NS(=O)(=O)CC(F)(F)F)cc2OC[C@H](C)N(Cc2nccs2)C[C@H]1C	7	-0.1
CNC[C@H]1Oc2cc(C#Cc3ccccn3)ccc2S(=O)(=O)N([C@@H](C)CO)C[C@@H]1C	-17	11
CCC(=O)N(C)C[C@@H]1Oc2ncc(C#CC(C)C)cc2C(=O)N([C@@H](C)CO)C[C@H]1C	9	-1.3
CC(=O)Nc1ccc(NC(=O)CN2C(=O)COc3ccc(Cl)cc32)cc1	-2	-0.2
CC(=O)c1ccc(NC(=O)CSc2nc3ccc(NC(=O)c4ccccc4Cl)cc3s2)cc1	5	0.2
CS(=O)(=O)N(CC(=O)Nc1ccc(Br)cc1)c1ccc(Cl)cc1Cl	5	0.1
COC(=O)CCCCCCC(=O)N/N=C/[C@H](O)[C@H](O)[C@@H](O)[C@@H](O)CO	25	1.0
C[C@@H]1CN([C@H](C)CO)C(=O)c2cc(C#CCN(C)C)cnc2O[C@@H]1CN(C)S(=O)(=O)c1cn(C)cn1	14	-1.3

Single records, as listed above. Order of values: EZH2 inh	IDH1 R132H inh
Record of CNC[C@H]1Oc2cc(C#Cc3ccccn3)ccc2S(=O)(=O)N([C@@H](C)CO)C[C@@H]1C → -17	11
Record of CC(=O)c1ccc(NC(=O)CSc2nc3ccc(NC(=O)c4ccccc4Cl)cc3s2)cc1 → 5	0.2
Record of CS(=O)(=O)N(CC(=O)Nc1ccc(Br)cc1)c1ccc(Cl)cc1Cl → 5	0.1
Record of CO[C@@H]1CN(C)C(=O)c2ccc(NS(=O)(=O)CC(F)(F)F)cc2OC[C@H](C)N(Cc2nccs2)C[C@H]1C → 7	-0.1
Record of CCC(=O)N(C)C[C@@H]1Oc2ncc(C#CC(C)C)cc2C(=O)N([C@@H](C)CO)C[C@H]1C → 9	-1.3

The list goes on.
Molecule	EZH2 inh	IDH1 R132H inh
C[C@H](CO)N1C[C@H](C)[C@@H](CN(C)S(=O)(=O)c2ccc(F)cc2)Oc2ccc(NS(=O)(=O)c3ccc(F)cc3)cc2CC1=O	/	1.1
CN1CCN(C(=O)C[C@H]2C[C@H]3c4cc(NS(C)(=O)=O)ccc4O[C@H]3[C@@H](CO)O2)CC1	-4	-0.3
COCC(=O)Nc1ccc2c(c1)C(=O)N(C)C[C@@H](OC)[C@H](C)CN(C(=O)c1ccccn1)[C@H](C)CO2	20	0.3
C[C@@H](NC(=O)C[C@@H]1C[C@@H]2c3cc(NC(=O)c4ccc5c(c4)OCO5)ccc3O[C@@H]2[C@H](CO)O1)c1ccccc1	-3	-0.7
COc1ccc(NC(=O)COc2ccc(Cl)cc2)cc1NC(=O)c1ccco1	7	0.2
COCC(=O)Nc1ccc2c(c1)C(=O)N(C)C[C@H](OC)[C@H](C)CN(CC1CCCCC1)[C@@H](C)CO2	-17	-0.3
COc1ccc(CN(C)C[C@@H]2Oc3ccc(NC(=O)Nc4ccc5c(c4)OCO5)cc3CC(=O)N([C@@H](C)CO)C[C@H]2C)cc1	-40	0.4
C[C@@H]1CN([C@@H](C)CO)C(=O)CCCn2cc(nn2)CO[C@H]1CN(C)C(=O)c1ccc(N2CCN(C)CC2)cc1	-4	-0.2

At a glance, part of the list above:
Molecule	EZH2 inh	IDH1 R132H inh
C[C@@H](NC(=O)C[C@@H]1C[C@@H]2c3cc(NC(=O)c4ccc5c(c4)OCO5)ccc3O[C@@H]2[C@H](CO)O1)c1ccccc1	-3	-0.7
COc1ccc(NC(=O)COc2ccc(Cl)cc2)cc1NC(=O)c1ccco1	7	0.2

Carrying on.
Molecule	EZH2 inh	IDH1 R132H inh
CC(C)NC(=O)N(C)C[C@@H]1Oc2cc(C#C[C@H](C)O)ccc2S(=O)(=O)N([C@@H](C)CO)C[C@H]1C	9	-0.2
C[C@H]1CN([C@@H](C)CO)C(=O)c2c(c3ccccc3n2C)-c2ccccc2CO[C@@H]1CN(C)C(=O)CCN(C)C	7	/
C[C@@H]1CN([C@H](C)CO)C(=O)Cc2cc(NC(=O)Nc3ccc(F)cc3)ccc2O[C@@H]1CN(C)Cc1ccc(Cl)c(Cl)c1	/	7.4
C[C@@H]1CN([C@H](C)CO)C(=O)Cc2cc(NS(=O)(=O)c3ccccc3)ccc2O[C@@H]1CN(C)C(=O)Nc1ccc(F)cc1	/	3.3
C[C@H]1CN([C@@H](C)CO)C(=O)c2cc(C#CC3CC3)cnc2O[C@H]1CN(C)Cc1ccccn1	-4	-0.1
C[C@@H]1CN([C@@H](C)CO)C(=O)c2cc(NC(=O)CCCN(C)C)ccc2O[C@@H]1CN(C)S(=O)(=O)c1ccc(Cl)cc1	11	3.1
Cc1noc(C)c1S(=O)(=O)Nc1ccc2c(c1)C(=O)N([C@@H](C)CO)C[C@@H](C)[C@@H](CN(C)C)O2	1	1.0
CO[C@@H]1CN(C)C(=O)c2cc(NC(=O)Cc3ccccc3)ccc2OC[C@H](C)N(C)C[C@@H]1C	6	-0.3
C=CC(C)(O)CCC1(C)C2=C(C(OC(C)=O)C(OC(C)=O)C1C)C(C)(C)CCC2 (stereo not given)	-2	1.5
C[C@H]1CN([C@@H](C)CO)S(=O)(=O)c2ccc(C3=CCCCC3)cc2O[C@@H]1CN(C)C(=O)Cc1ccncc1	-21	14
COCc1cn(CC[C@@H]2CC[C@H](NC(=O)Nc3ccc(OC)cc3)[C@H](CO)O2)nn1	-7	0.0
C=C1C(=O)O[C@@H]2[C@H]3C(CO[C@@H]4O[C@H](CO)[C@@H](O)[C@H](O)[C@H]4O)=CC(=O)C3=C(C)CC[C@@H]12	/	0.1
COc1ccc(NC(=O)Nc2ccc3c(c2)C(=O)N([C@H](C)CO)C[C@H](C)[C@@H](CN(C)C)O3)cc1	-1	0.5
COc1ccc(S(=O)(=O)N(C)C[C@H]2Oc3ccc(NC(=O)Nc4ccccc4)cc3CC(=O)N([C@H](C)CO)C[C@@H]2C)cc1	/	-1.2
CC(NS(=O)(=O)c1ccc(F)cc1)C(=O)Nc1cc(Cl)ccc1Oc1ccccc1 (stereo not given)	21	0.4
CC(=O)N(C)C[C@@H]1Oc2cc(C3=CCCC3)ccc2S(=O)(=O)N([C@@H](C)CO)C[C@H]1C	10	/
C[C@@H]1CCCCO[C@H](CN(C)Cc2ccccc2)[C@@H](C)CN([C@H](C)CO)C(=O)c2cc(NS(=O)(=O)c3ccc(Cl)cc3)ccc2O1	/	-0.4
CC(C)CC#Cc1cnc2c(c1)C(=O)N([C@@H](C)CO)C[C@@H](C)[C@H](CN(C)C(=O)Cc1cccnc1)O2	/	0.5
N#C[C@H]1[C@@H](c2ccc(C3=CCCC3)cc2)[C@@H](CO)N1C(=O)C1CCC1	/	-0.2
CCc1cc2c(SCc3nc4ccccc4[nH]3)ncnc2s1	24	1.7
C[C@@H]1CCCCO[C@@H](CN(C)Cc2ccccc2)[C@@H](C)CN([C@@H](C)CO)C(=O)c2cc(NC(=O)c3ccncc3)ccc2O1	/	4.5
C[C@@H]1CN([C@@H](C)CO)C(=O)CCCn2cc(nn2)CO[C@H]1CN(C)Cc1ccc(Oc2ccccc2)cc1	0	1.1
COc1cccc(S(=O)(=O)N(C)C[C@H]2Oc3ncc(C#CCC(C)C)cc3C(=O)N([C@@H](C)CO)C[C@@H]2C)c1	/	-0.5
COC(=O)c1cc2c(N)c(C(=O)OC)sc2nc1C(OC)OC	1	-0.9
O=[N+]([O-])c1cc(C(F)(F)F)ccc1N(CCO)CCO	-2	0.7
